# NCOA2 inhibitor = human SRC2 (NCOA2) inhibition. Q15596. HEK293 GAL4-SRC2 luciferase reporter, luminescence. inhibition, % at 9 µM. actives 0.17% (n = 370,000). AID 651957;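 active means inhibition above the mean inhibition of all tested compounds plus 3 SD, set per campaign, cut at about 52% in these data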;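 further: 0% = DMSO treated cells and 100% = cells given Gossypol at 36 µM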
# Target sequence (Q15596 whole entry, looked up, the tested form may be a part): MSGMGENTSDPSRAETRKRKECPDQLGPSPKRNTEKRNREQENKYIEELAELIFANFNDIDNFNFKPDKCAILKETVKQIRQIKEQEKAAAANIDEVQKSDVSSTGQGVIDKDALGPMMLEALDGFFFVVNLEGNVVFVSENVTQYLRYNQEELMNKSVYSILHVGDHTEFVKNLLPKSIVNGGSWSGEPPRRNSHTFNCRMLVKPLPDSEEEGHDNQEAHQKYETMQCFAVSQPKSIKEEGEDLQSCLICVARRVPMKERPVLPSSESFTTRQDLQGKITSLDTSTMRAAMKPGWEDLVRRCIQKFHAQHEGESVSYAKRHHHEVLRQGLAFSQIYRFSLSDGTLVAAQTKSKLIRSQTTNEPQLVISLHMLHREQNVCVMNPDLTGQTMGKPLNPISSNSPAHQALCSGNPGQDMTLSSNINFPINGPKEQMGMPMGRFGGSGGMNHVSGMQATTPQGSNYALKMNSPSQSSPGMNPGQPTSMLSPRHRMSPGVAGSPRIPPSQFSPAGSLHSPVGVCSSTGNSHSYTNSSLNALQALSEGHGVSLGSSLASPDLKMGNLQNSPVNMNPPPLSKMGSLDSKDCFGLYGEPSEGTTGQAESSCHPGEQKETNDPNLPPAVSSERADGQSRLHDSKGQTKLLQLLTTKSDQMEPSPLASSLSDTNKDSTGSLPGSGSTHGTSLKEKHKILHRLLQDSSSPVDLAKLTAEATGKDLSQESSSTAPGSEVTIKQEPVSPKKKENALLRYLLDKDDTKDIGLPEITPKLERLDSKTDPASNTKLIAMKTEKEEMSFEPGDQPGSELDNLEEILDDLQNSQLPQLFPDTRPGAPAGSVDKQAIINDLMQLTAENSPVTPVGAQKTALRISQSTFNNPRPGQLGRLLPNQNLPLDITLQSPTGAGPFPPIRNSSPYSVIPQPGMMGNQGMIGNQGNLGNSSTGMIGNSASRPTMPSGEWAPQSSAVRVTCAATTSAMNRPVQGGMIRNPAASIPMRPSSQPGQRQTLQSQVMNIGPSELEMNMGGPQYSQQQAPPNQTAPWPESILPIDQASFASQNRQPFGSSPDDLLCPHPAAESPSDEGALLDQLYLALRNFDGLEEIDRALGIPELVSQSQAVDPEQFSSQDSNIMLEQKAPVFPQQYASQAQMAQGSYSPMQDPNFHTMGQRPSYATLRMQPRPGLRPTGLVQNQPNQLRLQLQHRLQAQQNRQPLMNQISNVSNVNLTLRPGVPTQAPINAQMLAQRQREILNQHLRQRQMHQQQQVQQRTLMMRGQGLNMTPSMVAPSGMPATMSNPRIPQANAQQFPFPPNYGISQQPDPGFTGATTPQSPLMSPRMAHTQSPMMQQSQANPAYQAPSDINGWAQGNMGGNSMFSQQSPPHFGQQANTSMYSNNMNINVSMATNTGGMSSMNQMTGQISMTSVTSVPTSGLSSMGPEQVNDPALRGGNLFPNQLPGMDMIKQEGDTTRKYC
# TWEAK Fn14 block = blocks TWEAK-Fn14 interaction in a reporter cell assay; TWEAK-stimulated Fn14 reporter cells, luciferase luminescence, 8 h; inhibition, % at 10 µM; actives 2% (n = 360,000); in the data active means inhibition above about 50%
# KKLEB tox = CF airway cell cytotoxicity counter-screen; KKLEB CF airway cells viability, ATPlite luminescence, overnight; hits give low values; cells stimulated with P. aeruginosa culture filtrate; activity change (cytotoxicity), % at 5 µM; actives 0.36% (n = 360,000);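 active means corrected activity change at or below -50% at 5 µM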
# NCOA3 inh = inhibits human SRC3 coactivator; Q9Y6Q9; HEK293 GAL4-SRC3 luciferase reporter, luminescence; inhibition, % at 3.6 µM; actives 0.17% (n = 360,000);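 active means inhibition above a per-campaign cutoff, the mean of all compounds plus 3 SD, cut at about 60% in these data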;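 further: 0% = DMSO-treated cells and 100% = gossypol-treated cells at 36 µM; higher means less SRC3-driven luciferase light from the GAL4 reporter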
# NCOA1 inh = human NCOA1 inhibition; Q15788; HEK293 GAL4-SRC1 luciferase reporter, luminescence; inhibition, % at 3.6 µM; actives 0.12% (n = 360,000);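 active means inhibition above the campaign mean plus 3 SD, with each screening campaign given its own cutoff, cut at about 60% in these data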;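 further: 0% = DMSO treated cells and 100% = gossypol at 36 µM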
# NR2F2 inh = NR2F2 (human) inhibition, primary screen. P24468. HEK293T NGFI-A luciferase reporter, luminescence. inhibition, % at 8.6 µM. actives 0.7% (n = 370,000);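 active means inhibition above a per-plate cutoff, mean inhibition of test wells between control levels plus 3 SD, cut at about 38% in these data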;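 further: cells cotransfected with COUP-TFII expression vector driving the NGFI-A reporter; 0% = median of COUP-TF2 test wells and 100% = reporter-only cells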
# TROY NFkB inh = TROY signaling inhibition; Q293 LMP1-TROYcd NF-kB luciferase reporter, 4 h; inhibition, % at 10 µM; actives 0.98% (n = 360,000);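 active means compounds whose plate-normalised and pattern-corrected inhibition of the luciferase reporter signal at the single screening dose is 50% or more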
# CF NFkB inh = blocks PAF-induced NF-kB reporter in cystic fibrosis cells. inhibition, % at 5 µM. KKLEB NF-kB-GFP reporter, GFP fluorescence overnight. actives 0.86% (n = 360,000). AID 588850;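 active means at least 50% inhibition at 5 µM, scaled per plate between neutral and stimulator controls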;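 further: PAF is a Pseudomonas aeruginosa culture filtrate used as stimulus; plate controls were PAF-stimulated DMSO wells for no effect and unstimulated DMSO wells for full effect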
# LMP1 NFkB inh = Epstein-Barr LMP1 NF-kappaB reporter inhibition. actives 0.69% (n = 350,000). inhibition, % at 12.5 µM. LMP1-induced NF-kappaB luciferase reporter cells, luminescence. AID 504558; in the data active means inhibition above about 41%;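 further: 0% = neutral control wells and 100% = reference inhibitor control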
# NR5A2 inv ag = suppresses constitutive activity of human LRH-1; O00482; HEK293T StAR-luciferase reporter, LRH-1 transfected, 24 h; inhibition, % at 3.6 µM; actives 0.13% (n = 360,000);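 active means inhibition above the mean inhibition of all tested compounds plus 3 SD, cut at about 73% in these data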;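 further: 0% = DMSO wells and 100% = reporter-only cells lacking LRH-1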
# TRAIL sens C8 = sensitizes caspase-8 expressing cells to TRAIL; actives 1% (n = 360,000); inhibition (viability loss, TRAIL sensitization), % at 10 µM; NB7+C8 cells + TRAIL, ATPlite viability luminescence;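 active means compounds causing at least 50% loss of cell viability in the single-dose screen, relative to plate controls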
# Numbers without * were called inactive; nt = no result given.
SMILES,NCOA2 inhibitor,TWEAK Fn14 block,KKLEB tox,NCOA3 inh,NCOA1 inh,NR2F2 inh,TROY NFkB inh,CF NFkB inh,LMP1 NFkB inh,NR5A2 inv ag,TRAIL sens C8
O=S(=O)(c1ccc(NCCOCCO)nc1)N1CCCCC1,9,6,5,2,1,-4,-10,10,-2,-19,-6
Cc1cc(NC(=O)c2cccnc2)ccc1NC(=O)c1cc2ccccc2o1,14,-17,-10,-4,-7,-13,9,23,3,-23,21
Cc1cccc(CN(C)C)c1CC(O)(c1ccccc1)c1ccccc1,-6,-8,15,1,-8,2,-7,0,4,15,-7
C/C(=N\Nc1ccccn1)c1ccc(C#N)cc1,-49,-27,-4,-5,-12,-10,-5,-16,-8,-7,-1
CC(=O)Nc1ccc2c(c1)c1ccccc1n2C(C)=O,-12,-4,9,5,-13,-6,1,-38,-4,10,2
COc1cc(OC)cc(C(=O)Nc2ncn[nH]2)c1,4,-1,3,2,-61,-1,-3,0,7,4,2
CC(C)Oc1ccc(C2C(C#N)=C(N)Oc3c2oc(CO)cc3=O)cc1 (centres undefined),-3,-6,3,-24,3,-2,-7,-3,-9,4,16
CNC(=O)CN(c1cccc2ccccc12)S(C)(=O)=O,-9,8,10,9,-9,9,17,-1,3,8,-9
COc1cccc2cc(C(=O)Nc3ccccc3C)/c(=N/O)oc12,-42,-16,-19,-63,-51,6,-53,13,-53,-39,-1
CCc1ccc(-c2cc(C)no2)cc1S(=O)(=O)NCc1ccc(OC)c(OC)c1,-6,12,13,10,6,2,9,2,1,-3,-3
COc1cccc(C(NC(C)=O)c2ccc3cccnc3c2O)c1 (centres undefined),26,15,19,26,20,-11,10,-10,50*,76*,14
CC(NC(=O)Cn1ccsc1=N)C12CC3CC(CC(C3)C1)C2 (centres undefined),-1,16,-4,-11,-25,-16,18,3,-2,3,-18
CC(NC(=O)c1ccco1)C(=O)N1CCN(c2cccc(Cl)c2)CC1 (centres undefined),8,2,-13,19,4,3,2,5,7,15,3
O=C1NC(=O)C2(COC(c3ccccc3Cl)OC2)S1 (centres undefined),20,7,-19,16,7,-8,-5,13,2,-5,0
COc1cc(-c2nc3ccccn3c2NCC2CCCO2)ccc1O (centres undefined),-26,5,4,-10,-6,-19,3,-11,12,-2,6
COC(=O)C1=NN(c2ccccc2)C2(S1)SC(C(C)=O)=C(C)N2c1ccccc1 (centres undefined),-12,-4,-1,-20,5,6,-3,-10,8,14,-11
CCOc1ccc(S(=O)(=O)Nc2cccc(C(=O)NCC(c3ccccc3)N(C)C)c2)cc1 (centres undefined),-23,-7,2,6,6,-8,0,12,-12,-26,-3
COC(=O)[C@]1(Cc2ccccc2)N[C@H](CN(C)C(=O)c2ccc(C(C)(C)C)cc2)[C@@H]2C(=O)N(Cc3ccccc3)C(=O)[C@@H]21,-10,8,18,-13,9,0,0,-10,-2,12,-7
CCN1CCN(C(=O)c2c(-c3c(Cl)cccc3Cl)noc2C)CC1,6,-5,0,6,1,-22,9,12,0,-22,1
CCOC(=O)N1N=C(CC)CC1(O)C(F)(F)F (centres undefined),14,-4,2,7,-16,10,-7,-3,-3,5,8
CC(C)c1ccc(NC(=O)NCc2ccc(F)cc2)cc1,-66,-2,-1,-3,-6,-6,-24,-9,-6,-2,3
Cc1noc(C)c1CSCC(=O)Nc1cccc(C(F)(F)F)c1,13,6,5,-8,-1,13,11,-18,-7,-20,0
Cc1ccc(NS(=O)(=O)c2c(C)[nH]c(C)c2C(=O)N2CCCCC2)cc1Cl,3,30,0,17,13,-4,-14,5,1,-1,-8
CCCn1c(SCC(=O)C(C)(C)C)nc2ccccc21,-16,-16,4,-1,-45,-5,-17,-38,-1,6,5
Cc1c(NC(=O)CN2C(=O)c3cccc4cccc2c34)c(=O)n(-c2ccccc2)n1C,-7,-21,-2,2,-5,1,-21,-20,-2,5,3
CC1CC(=O)Nc2ccccc2N1C(=O)Nc1ccc(F)cc1F (centres undefined),-7,3,2,11,8,4,-6,-5,5,14,4
C/C=C/c1ccc(OCCCNC2CCCC2)c(OC)c1,-5,-8,6,9,-44,2,-22,-7,-4,3,54*
CC(C)CC(=O)Nc1ccc(Oc2ccc(NC(=O)CC(C)C)cc2)cc1,-3,-1,6,-12,-9,0,6,-7,8,-10,-8
COc1ccccc1CC1(C)NC(=O)N(CC(=O)N2CC(C)OC(C)C2)C1=O (centres undefined),-3,-5,2,-4,-9,-2,3,0,-6,5,-10
Cc1ccc(OCC(=O)OC2CCS(=O)(=O)C2)cc1 (centres undefined),2,3,4,-7,4,-7,6,2,-12,17,-2
C=CCNc1nc(Cl)nc(Nc2ccc(OC)cc2OC)n1,6,-16,-3,14,7,20,-3,11,9,3,3
CCOc1ccc(NC(=S)NC(=O)c2cncc(Br)c2)cc1,-17,-11,-13,6,-1,-3,-37,20,4,-4,13
CCN(CC)CCCn1c2c(c(SCC(=O)Nc3nccs3)nc1=O)CCC2,-27,4,1,3,-15,4,16,1,2,-11,-13
O=C(OCC(=O)N(C1CCCCC1)C1CCCCC1)c1ccccc1O,-1,13,-15,-30,7,-2,-9,14,-2,17,7
Cc1cccc(C(=O)NC2CCN(CC(=O)Nc3ccccc3Cl)CC2)c1,18,3,14,5,-6,-12,-19,-21,-8,-2,-16
CCC(O)c1cnc(OCc2ccccc2)nc1OCc1ccccc1 (centres undefined),-11,-10,-15,-8,3,17,17,36,-9,5,-10
N#CC1=C(N)Oc2cc(O)ccc2C1c1ccncc1 (centres undefined),-4,8,-6,-17,-11,-11,6,18,8,13,8
COc1ccccc1CNC(=O)COC(=O)c1ccc(S(=O)(=O)N2CCCC2)cc1,12,-1,4,12,-6,-13,-4,0,1,-2,4
O=C(c1ccccc1)N(Nc1ccccc1)c1ccccc1,-5,16,-4,13,-22,-4,-6,15,1,-6,-2
O=C(NCCCc1ccccc1)c1cncc(Br)c1,-31,-3,5,-14,7,-16,-23,18,-3,-20,2
COc1ccc(NC(=O)CSc2ccccn2)cc1,-21,-6,-2,-34,-57,-24,-33,-13,-4,-52,12
NC(=O)c1nsc(C(=O)N(c2ccc(F)cc2)C(C(=O)NCC2CCCO2)c2ccc3ncccc3c2)c1N (centres undefined),-8,5,-5,-22,3,8,-9,0,-3,-14,-5
C/C(=N\NC(=O)c1nnn(-c2nonc2N)c1CN(C)c1ccccc1)c1cccc(O)c1,8,-16,-4,-3,8,-29,6,6,1,-20,-16
CCN(CCCNC(=O)C1CCCN(S(=O)(=O)c2cnc[nH]2)C1)c1ccccc1 (centres undefined),-21,16,-2,17,-1,4,-2,-5,-5,-24,-18
CCc1ccccc1NC1=NCC(=O)N1Cc1ccc2c(c1)OCO2,-20,9,6,5,-11,-1,14,-12,-8,11,-11
CCOc1cc(C(=O)NC2CC(C)(C)NC(C)(C)C2)cc(OCC)c1OCC,20,7,7,3,-3,-13,-7,0,0,3,5
O=C1CN(C(=O)COC(=O)/C=C/c2ccc(OC(F)F)cc2)c2ccccc2N1,2,7,5,16,-6,9,6,-5,11,11,1
COc1cccc(CNC(=O)CCNS(=O)(=O)c2ccc3[nH]c(=O)oc3c2)c1,-4,-25,3,-7,-11,-35,-6,-3,nt,0,11
CCOC(=O)C1CCN(C(=O)CN(C)S(=O)(=O)c2ccc3c(c2)c(=O)n(C)c(=O)n3C)CC1,-14,8,1,2,-9,-17,-9,-1,-4,-14,-3
Oc1cccc(/C=N/N=C/c2cccc(O)c2O)c1O,-31,0,12,-117,-78,-23,-38,-11,-52,-97,22
COc1ccc(S(=O)(=O)N2CCCCC2)cc1NC(=O)CSc1ncccn1,10,4,-6,3,5,-2,7,-5,3,-4,14
Cc1cc(=O)[nH]c(N/N=C/c2ccc(OC(=O)c3ccco3)cc2)n1,6,-17,17,1,1,4,9,-14,0,12,4
CCC(c1nnnn1C(C)(C)CC)N(CCCN1CCOCC1)Cc1cc2cccc(C)c2[nH]c1=O (centres undefined),-4,1,7,17,-13,0,-48,8,12,10,7
CCOc1cc(CNC2CCCC2)cc(Cl)c1OCc1ccc(F)cc1,-46,-13,-21,9,-1,-17,-21,11,-42,-1,8
Cc1cc(S(=O)(=O)NC2CCCCC2)ccc1OCC(=O)NCC1CCCO1 (centres undefined),-3,18,-14,-9,-17,8,-5,7,-4,0,3
CCN(C(=O)/C=C/c1ccc2c(c1)OCO2)c1ccccc1,4,-3,8,13,-19,1,-41,-23,8,4,2
CC(/C=C1\SC(=S)N(CCC(=O)Nc2ccccc2O)C1=O)=C\c1ccccc1,-10,4,-5,-17,-13,18,-2,25,-1,-2,9
O=c1oc2ccccc2c2oc3cc(O)c(O)cc3c12,8,-33,-2,-36,-25,-32,-23,-45,8,-70,11
O=C(Nc1nnc([C@H]2C[C@H](O)[C@@H](CO)O2)s1)C(c1ccccc1)c1ccccc1,9,1,3,-8,-14,16,1,-5,nt,11,5
S=c1[nH]nc(COc2ccc(Cl)cc2)o1,7,16,5,4,6,-11,-2,-14,10,17,11

# Shown with values under each structure: entries from further up.
# Values run as follows: NCOA2 inhibitor | TWEAK Fn14 block | KKLEB tox | NCOA3 inh | NCOA1 inh | NR2F2 inh | TROY NFkB inh | CF NFkB inh | LMP1 NFkB inh | NR5A2 inv ag | TRAIL sens C8
COc1ccc(S(=O)(=O)N2CCCCC2)cc1NC(=O)CSc1ncccn1
  10 | 4 | -6 | 3 | 5 | -2 | 7 | -5 | 3 | -4 | 14
Cc1cc(=O)[nH]c(N/N=C/c2ccc(OC(=O)c3ccco3)cc2)n1
  6 | -17 | 17 | 1 | 1 | 4 | 9 | -14 | 0 | 12 | 4
CCC(c1nnnn1C(C)(C)CC)N(CCCN1CCOCC1)Cc1cc2cccc(C)c2[nH]c1=O (centres undefined)
  -4 | 1 | 7 | 17 | -13 | 0 | -48 | 8 | 12 | 10 | 7
CCOc1cc(CNC2CCCC2)cc(Cl)c1OCc1ccc(F)cc1
  -46 | -13 | -21 | 9 | -1 | -17 | -21 | 11 | -42 | -1 | 8

# (more compounds)
SMILES,NCOA2 inhibitor,TWEAK Fn14 block,KKLEB tox,NCOA3 inh,NCOA1 inh,NR2F2 inh,TROY NFkB inh,CF NFkB inh,LMP1 NFkB inh,NR5A2 inv ag,TRAIL sens C8
O=C(Nc1cccc(-c2csc(Nc3ccc(Cl)cc3)n2)c1)c1cccc(C(F)(F)F)c1,-2,20,1,9,-4,-9,6,9,-17,12,32
Cc1ccc(C)c(NC(=O)c2cc(-c3ccccc3)nn2-c2ccccc2)c1,-2,14,1,13,6,5,-8,1,-1,-1,2
Cc1ccc(C)c(C(=O)CCC(=O)Nc2ccc(N3CCN(C)CC3)cc2C)c1,14,-24,-9,-30,-3,-20,-7,0,-10,-1,-3
COc1ccc2oc(C(=O)OCC(=O)N3CCN(S(=O)(=O)c4ccc(C)cc4)CC3)c(C)c2c1,-4,-7,8,-10,-3,-1,14,13,5,-5,4
CCC(C)NC(=O)CSc1nnc(-c2cc(-c3ccc(C)cc3)nc3ccccc23)n1N (centres undefined),-23,-9,5,11,-11,-15,1,-15,4,-9,1
Cc1cccc(CN2CCN(Cc3ccc4nonc4c3)CC2CCO)n1 (centres undefined),3,-4,0,16,-12,-5,11,-4,-5,-3,-15
COc1ccc(C(=O)Cc2ccc(OC)c(OC)c2)c(OC)c1,-20,-7,14,-6,-21,10,1,-2,8,0,10
Cc1cc(C(=O)Cn2cnc3cc(F)ccc3c2=O)c(C)n1C1CC1,-12,-19,-9,-26,-23,-19,-25,4,-21,-1,-7
